# TCR act = T cell receptor activation. primary human leukocytes, anti-CD3, IL-2 HTRF, 48 h. 330,000 tested, under 10 active. Potency, µM (titrated, usually from 9.22 µM), inactives show top-dose activation of IL-2 secretion, usual class: activators. AID 504894; note: % of control where 0% means no effect
#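 HTRF read-out of IL-2 secretion: europium cryptate donor excited at 320nm, d2 acceptor emission at 665nm. Cells were primary human leukocytes incubated 48 hr with compounds and a-CD3 beads, supplying TCR signal only.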
# ELG1 DNA repair = blocks ELG1-dependent DNA repair in HEK293T cells. HEK293T ELG1-luciferase reporter, luminescence, 16 h; DNA damage induced by 5-fluorouridine. Potency, µM (doses to about 46.1 µM), without a hit: at the highest dose activity change, negative = inhibition, usual class: inhibitors. 2.3% of 330,000 active. AID 504467; note: potency is the fitted concentration of half-maximal effect; % is set by controls: 0 for no effect and ±100 for the full control effect; nearly all actives have a fitted effect of over 55% in size
#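 Overnight (16 hr) co-exposure of 2,000 cells/well to 5-fluorouridine and compound at 37 °C preceded detection. Luciferase was quantified via ONE-Glo luminescence; loss of signal denotes inhibition.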
# MLL CXXC-DNA inh = blocks binding of human MLL CXXC domain to DNA; Q03164; MLL-CXXC / FITC-HOXA9 DNA fluorescence polarization; Potency, µM (series often up to 115 µM), for the others: at the highest dose activity change, negative = inhibition, hits mostly inhibitors; 0.037% of 290,000 active; AID 2662; active = well fitted inhibition curve with a large enough effect in the polarisation, with a control signal flat, not every such curve was filed as active; inconclusive = small, poorly fitted or top-dose-only effect, or effect the other way, or a change in a side signal; inactive = no such curve, though single readings can be large or run the other way; the % refers to the polarisation; note: potency is the fitted concentration of half-maximal effect
#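 Fluorescence polarization: 7 uM MLL-CXXC (stock) preincubated 5 min with compounds, then 50 nM fluorescein-HOX-A9 DNA (stock) added; 30 min ambient. Buffer 50 mM Tris-HCl pH 7.5, 50 mM NaCl, 1 mM DTT, 0.05% BSA.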
# PTAP TSG101 blk = blocks PTAP/TSG101 interaction to inhibit HIV-1 budding. Potency, µM (doses to about 115 µM), inactives show top-dose activity change, negative = inhibition, hits mostly inhibitors. 340,000 tested, under 10 active. Fluorescence polarization, FITC-PTAP peptide / Tsg101 binding. Q99816; active = well fitted inhibition curve with a large enough effect in the main read-out, with a control signal flat, not every such curve was filed as active; inconclusive = small, poorly fitted or top-dose-only effect, or effect the other way, or a change in a side signal; inactive = no such curve, though single readings can be large or run the other way; note: potency is the fitted concentration of half-maximal effect; % of control where 0% means no effect
#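 Compounds were pin-transferred onto Tsg101 binding domain (10 uM final) in HEPES pH 7.5 buffer, then FITC-PTAP peptide was added at 50 nM final. After 20 min at RT, polarization reported peptide displacement across a qHTS concentration series.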
# BRCA1 expr up = activators of BRCA1 expression | Potency, µM (highest dose often 46.1 µM), without a hit: at the highest dose activation, actives largely listed as activators | MCF7-BRCA1-FFLuc reporter, luminescence, 48 h; response scale: scaled: vehicle 0%, 10 µM genistein 100% | 1.1% of 380,000 active; note: potency is the fitted concentration of half-maximal effect; nearly all actives have a fitted effect of over 80% in size; some results filed as inactive show a strong effect at the top dose
#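 Luminescence from a BRCA1-driven firefly luciferase in MCF7 cells was read after 48 h compound exposure at 37 C. Data normalized against DMSO and a 10microM genistein activation control, then curve-fitted across the titration.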
# TRPV1 agonist = human TRPV1 agonism; Q8NER1; TRPV1-expressing cells, Fluo-8 calcium influx, agonist mode; activation, % at 8.33 µM; 0.19% of 320,000 active; AID 540275; in the data active = activation above about 80%; inconclusive = between about 30% and that limit; note: 0% is about no effect
# Target sequence (Q8NER1 whole entry, looked up): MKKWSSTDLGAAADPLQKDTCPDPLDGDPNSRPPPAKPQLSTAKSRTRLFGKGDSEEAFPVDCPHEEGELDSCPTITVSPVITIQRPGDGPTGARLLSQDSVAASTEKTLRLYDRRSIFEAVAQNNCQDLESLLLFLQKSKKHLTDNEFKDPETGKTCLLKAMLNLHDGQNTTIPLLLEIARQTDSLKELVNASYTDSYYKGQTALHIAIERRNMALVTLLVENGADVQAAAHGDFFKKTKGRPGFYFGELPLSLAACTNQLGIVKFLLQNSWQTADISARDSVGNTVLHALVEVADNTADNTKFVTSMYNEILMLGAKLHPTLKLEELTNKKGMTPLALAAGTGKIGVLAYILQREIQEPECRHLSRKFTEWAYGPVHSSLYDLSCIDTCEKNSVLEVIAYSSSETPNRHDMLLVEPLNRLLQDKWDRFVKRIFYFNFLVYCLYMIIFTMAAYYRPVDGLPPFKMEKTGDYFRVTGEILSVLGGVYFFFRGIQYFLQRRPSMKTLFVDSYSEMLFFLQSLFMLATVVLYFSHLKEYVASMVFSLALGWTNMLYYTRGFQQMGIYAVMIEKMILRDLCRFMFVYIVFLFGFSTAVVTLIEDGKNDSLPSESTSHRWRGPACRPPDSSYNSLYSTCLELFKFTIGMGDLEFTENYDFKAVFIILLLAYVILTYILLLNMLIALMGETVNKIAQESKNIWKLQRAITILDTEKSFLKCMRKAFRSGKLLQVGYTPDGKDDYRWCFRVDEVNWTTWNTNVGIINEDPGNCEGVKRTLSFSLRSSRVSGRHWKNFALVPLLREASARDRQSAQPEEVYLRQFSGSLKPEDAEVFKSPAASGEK
#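 Cells expressing TRPV1 were dye-loaded with Fluo-8 and read kinetically: 10 s baseline, 3 min after compound (agonist portion), then 2 min after EC20 capsaicin (allosteric enhancer portion). Calcium-bound dye fluorescence at 480/520 nm.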
# B2AR arrestin = agonists driving beta-arrestin recruitment to human beta2-adrenergic receptor. Potency, µM (top dose mostly 46.1 µM), without a hit: at the highest dose activation, actives largely listed as activators. 0.02% of 330,000 active. P07550. beta-arrestin recruitment to beta2AR, cell-based reporter. AID 492947;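 note: potency is the fitted concentration of half-maximal effect; 0% = DMSO controls and full agonism = EC100 isoproterenol or metaproterenol; nearly all actives have a fitted effect of over 65% in size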
# p53 reactivator = re-activators of mutant p53 | H1299 p53-A138V BP100-luciferase reporter, luminescence, 24 h | Potency, µM (highest dose often 92.2 µM), without a hit: at the highest dose activity change, positive = activation, actives largely listed as activators | 0.063% of 320,000 active; note: potency is the fitted concentration of half-maximal effect; % of control where 0% means no effect; nearly all actives have a fitted effect of over 45% in size
#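 H1299 (p53-null), stable ts p53-A138V + BP100-Luc; 1000 cells/well, Opti-MEM/10% FBS; cpd 4 pt, 1:5; 24 h, 37 deg C, 5% CO2; detection reagent 10 min RT; luminescence.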
# AT treatment = potential ataxia-telangiectasia treatments restoring KAP-1 phosphorylation; […] A-T fibroblasts, KAP-1 phosphorylation AlphaLISA; neocarzinostatin DNA damage 30 min before lysis; Potency, µM (doses to about 57.5 µM), inactives show at the highest dose activation, usual class: activators; 0.19% of 320,000 active; note: potency is the fitted concentration of half-maximal effect; % of control where 0% means no effect; nearly all actives have a fitted effect of over 45% in size
#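 ATM-like activity read as KAP-1 phosphorylation via AlphaLISA donor/acceptor antibody pairs after lysis and 6 hr at 25C. Cells were ATM-null patient fibroblasts ([…], hTERT), dosed 60 min, then exposed to the DSB inducer NCS for 30 min.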
# a7 integrin act = activates integrin-mediated alleviation for muscular dystrophy; 0.064% of 350,000 active; alpha7betagal myoblasts, beta-gal FDG fluorescence, 48 h; Potency, µM (series often up to 38.3 µM), for the others: top-dose activation, usual class: activators;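 note: potency is the fitted concentration of half-maximal effect; 100% = response of the positive control SU9516; nearly all actives have a fitted effect of over 60% in size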
#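 Alpha7betagal+/- myoblasts (passage 13) were plated 16-24 hr, then exposed to compounds (1:260 dilution of DMSO stock) for 48 hours at 37C. After MPER lysis, β-galactosidase reporter activity was read as FDG fluorescence (ex 480/em 540) after 30 minutes.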
# Active calls of the source: *; ? = inconclusive; · = not tested or not shown; [ ] = remark or other dose. Unless noted, calls come from the whole dose curve; as a rule, active = well fitted curve in the direction sought with a large enough effect; inconclusive = small, poorly fitted or top-dose-only effect, or another doubt; inactive = no such curve, though single readings can be large; an effect the other way counts as inactive or inconclusive. Random draw from the library; overall some 3.8% were active at least once.
SMILES,TCR act,ELG1 DNA repair,MLL CXXC-DNA inh,PTAP TSG101 blk,BRCA1 expr up,TRPV1 agonist,B2AR arrestin,p53 reactivator,AT treatment,a7 integrin act
O=C(NCc1ccccc1Cl)C1CCC(CNc2c(N3CCOCC3)c(=O)c2=O)CC1 (configuration not stated),7.3%,-2.6%,-3.1%,-0.6%,-17.9%,0.5,-2.5%,1.6%,-9.1%,-1.1%
C=CCn1c(-c2cnn(-c3ccccc3)c2N)n[nH]c1=S,1.9%,?,-9.4%,-1.4%,21.9%,-0.7,-0.5%,-1.3%,57.9%,-1.0%
CS(=O)(=O)N(CC(=O)N1CCN(c2ccccc2F)CC1)c1ccc2c(c1)OCCO2,0.7%,-21.5%,-4.0%,-2.4%,-0.5%,-1.2,0.2%,-5.5%,4.7%,19.7%
O=C(Cc1ccc(-c2ccccc2)cc1)NC1CCCC1,-2.4%,-18.8%,-15.0%,-3.5%,31.2%,?,0.0%,-1.4%,18.6%,1.3%
O=C(O)c1cnc(-c2ccccc2)nc1Oc1ccc(Cl)cc1,4.3%,-12.9%,3.3%,-5.0%,-33.8%,-3.6,-0.1%,-1.2%,-2.4%,-20.6%
CC(C)CCNC(=O)C12CN(Cc3ccccc3)CC1C(c1ccc([N+](=O)[O-])cc1)=NO2 (configuration not stated),-2.5%,?,-2.1%,-3.0%,0.0%,3.2,-0.3%,-4.7%,-6.7%,-0.3%
CC(C)NS(=O)(=O)c1ccc(CCC(=O)NCc2ccncc2)cc1,7.8%,4.2%,-14.4%,-7.3%,12.6%,-3.5,0.4%,8.8%,14.2%,13.0%
O=C(CCc1ccccc1)OCC(=O)c1ccc(Br)cc1,4.7%[46.1 µM],6.9%,-0.3%,-4.5%,25.0%,16.2,0.5%,8.6%,6.7%,21.3%
CN(CCc1ccccn1)C(=O)CCC1CCCN(C(=O)c2ccc3c(c2)OCCO3)C1 (configuration not stated),-0.1%,15.6%,1.8%,1.0%,-12.9%,3.1,0.3%,2.1%,-2.1%,-18.7%
CCCc1cc(=O)oc2cc(OCC(=O)Nc3ccc(CN4CCOCC4)cc3)c(Cl)cc12,-46.1%,-13.1%,0.1%,-2.5%,-7.9%,1.8,-0.2%,3.6%,1.5%,22.5%
O=C1c2ccccc2C(=O)N1CCC#Cc1ccc2cc(CCO)oc(=O)c2c1,6.7%,-1.6%,·,-4.1%,15.0%,13.5,0.3%,-4.8%,-7.4%,-8.6%
Cc1c(NC(=O)CSc2ncccn2)c(=O)n(-c2ccccc2)n1C,4.3%,-3.0%,7.8%,-1.1%,67.4%,3.9,0.2%,-3.5%,2.9%,20.2%
S=C(NCCc1c[nH]c2ccccc12)NC1CC1,-2.1%,2.6%,-24.0%,-4.4%,-3.5%,0.4,-1.0%,0.8%,1.1%,-18.5%
CCn1c(C)cc(=O)cc1-c1ccc(Cl)cc1,4.0%,-6.6%,7.8%,-2.9%,7.8%,0.4,0.2%,2.8%,13.2%,-17.4%
Cc1ccccc1Nc1ncnc2[nH]ncc12,0.6%,·,·,-1.0%,-2.3%,·,·,·,·,7.8%

# Limited to B2AR arrestin and TRPV1 agonist (two entries from above):
mol	B2AR arrestin	TRPV1 agonist
Cc1c(NC(=O)CSc2ncccn2)c(=O)n(-c2ccccc2)n1C	0.2%	3.9
S=C(NCCc1c[nH]c2ccccc12)NC1CC1	-1.0%	0.4

# The listing continues:
SMILES,TCR act,ELG1 DNA repair,MLL CXXC-DNA inh,PTAP TSG101 blk,BRCA1 expr up,TRPV1 agonist,B2AR arrestin,p53 reactivator,AT treatment,a7 integrin act
O=C(CCCN1C(=O)c2cccc3cccc(c23)C1=O)N1CCc2ccccc2C1,2.5%,-14.9%,6.6%,-2.1%,-10.0%,0.2,-0.8%,-8.3%,-1.2%,17.9%
C=CC[C@@]12C=C(OC)C(=O)C(OC)=C1O[C@H](c1ccc3c(c1)OCO3)[C@H]2C,2.9%,·,·,1.3%,-10.8%,·,·,·,·,-12.4%
CCOC(=O)c1sc(NC(=O)CSc2nnnn2-c2ccccc2)nc1C,-1.0%,-7.7%,-1.6%,-11.5%,-0.6%,-0.2,-0.7%,4.9%,13.9%,7.3%
COc1ccc(NC2CCCN(C(=O)c3csc(C(C)C)n3)C2)cc1 (configuration not stated),-1.3%,2.0%,35.2%[activator],-0.8%,-0.5%,?,0.0%,5.0%,-6.9%,-22.7%
COc1ccc(C(=O)c2coc3ccc(O)c(CN4CCCC4)c23)cc1,3.4%,-5.5%,7.2%,0.1%,1.3%,16.1,0.1%,5.9%,1.1%,-15.8%
Cc1nc(C)c(C(=O)OCC(=O)N(C)c2ccccc2)s1,-2.3%,9.7%,·,-1.9%,7.4%,-1.0,0.1%,8.8%,5.2%,12.0%
CCOC(=O)c1cc(-c2ccc(OC)cc2)nn1-c1ccc(C(=O)O)cc1,0.9%,-1.1%,-0.1%,-1.2%,-9.4%,-1.3,-0.1%,0.2%,-1.2%,13.0%
COc1ccc(CCNC(=O)CSc2nnc(CNC(=O)c3ccccc3F)o2)cc1OC,4.1%,-3.2%,1.9%,0.1%,-6.8%,-2.8,0.0%,-0.6%,5.0%,-7.1%
CCOC(=O)Cc1c(C)nc2c(C#N)c(C)nn2c1C,·,11.0%,0.7%,-6.6%,-10.5%,1.6,0.0%,5.5%,3.4%,-13.7%
Cc1ccc(N(CC(=O)NC(C)C)C(=O)CCC(=O)Nc2nccs2)cc1,-0.9%,19.5%,17.1%,-6.1%,4.3%,-1.3,-1.0%,·,-4.4%,18.2%
Cc1ccc(N(CC(O)CON=C2c3ccccc3-c3ccccc32)S(C)(=O)=O)cc1 (configuration not stated),-15.3%,·,4.4%,-6.8%,-40.5%,-1.1,·,·,·,19.2%
Cc1ccc(-n2ccn(CC(=O)NCCc3ccccc3)c(=O)c2=O)cc1C,8.2%,0.0%,-1.4%,3.0%,56.7%,3.3,-0.2%,?,6.1%,-20.8%
CCCCN1C(=S)SC(C)(C)C1/[N+]([O-])=C/c1ccc(S(=O)(=O)NC)cc1 (configuration not stated),4.8%,-15.4%,-8.9%,-3.1%,-1.1%,-0.3,0.0%,-0.5%,-0.9%,-0.4%
O=C(N/N=C\c1coc2ccccc2c1=O)c1ccco1,-0.2%,-3.0%,98.0%[activator],-3.4%,5.0%,-0.4,0.1%,3.8%,-4.7%,30.1%
Cc1cc(=O)[nH]c(SC(C(=O)O)c2ccccc2)n1 (configuration not stated),1.7%[46.1 µM],1.2%,5.6%,-10.4%,-4.9%,1.0,-0.2%,2.9%,9.0%,15.2%
CCOc1ccccc1C=NN1CCCCCC1,7.0%,·,·,1.2%,-16.8%,·,·,·,·,-5.8%
CC(C)(C)OC(=O)N1CCC(NC(=O)c2nc[nH]c2C(=O)N2CCN(C(=O)OC(C)(C)C)CC2)CC1,0.6%,2.4%,·,-2.2%,-1.1%,-9.4,-0.9%,15.5%,-5.9%,14.9%
Cc1ccc(SCC(=O)NCC2COc3ccccc3O2)cc1 (configuration not stated),11.8%,1.7%,·,0.2%,-14.9%,23.7,-0.2%,-0.8%,5.8%,20.3%
CC(C)C(=O)c1cn(CC(=O)NCc2ccc3c(c2)OCO3)c2ccccc12,-1.3%[46.1 µM],-12.4%,11.0%,-0.1%,6.1%,?,0.0%,-6.0%,5.2%,15.6%
O=C(O)C1=C(C(=O)Nc2cc(C(F)(F)F)ccc2Cl)CCCC1,0.3%,4.2%,-13.5%,-1.7%,1.2%,1.1,0.1%,10.0%,-1.0%,7.9%
Cc1cc([N+](=O)[O-])nn1CC(=O)Nc1cc(F)ccc1F,5.2%,-4.9%,5.2%,-6.4%,3.1%,14.6,-0.4%,13.4%,-4.8%,3.1%
N#C/C(=C\c1ccc(C#N)cc1)C(=O)c1ccccc1,13.3%,21.5%,?,0.4%,-0.8%,3.5,-0.4%,1.7%,?,10.0%
CC1CCN(C(=O)C(Cc2ccccc2)n2cccc2)CC1 (configuration not stated),-1.0%,5.1%,4.1%,-9.0%,1.7%,20.5,-0.3%,-2.1%,-5.0%,-4.9%
N#Cc1cccc(NC(=O)Cn2cnc(S(=O)(=O)N3CCCC3)c2)c1,-3.9%,13.5%,2.5%,-4.6%,9.1%,3.4,-1.0%,4.6%,-1.8%,21.4%
Cc1c(NC(=O)CCc2ccccc2)cccc1[N+](=O)[O-],-2.5%,?,12.1%,-8.9%,18.7%,-5.0,-0.3%,3.7%,10.8%,0.3%
c1ccc(Cn2nc(-c3ccccc3)nc2-c2ccccc2)cc1,-3.6%[46.1 µM],?,12.6%,-0.1%,?,16.4,0.2%,?,12.9%,20.3%
COc1ccc2cc3cc(C(=O)N4CCN(Cc5ccc6c(c5)OCO6)CC4)oc3nc2c1,-0.6%,23.1µM*,1.0%,-3.7%,-28.5%,25.1,-0.4%,1.0%,0.4%,-20.2%
